All columns: NCI-60 one-dose screen, growth in % after 48 h at 10 µM unless noted; 100 = growth as untreated, 0 = no growth, -100 = all killed.
SK-MEL-28: SK-MEL-28 melanoma | 4.1% of 81,000 active | AID 1794761
T-47D: T-47D breast cancer; 5% of 79,000 active; AID 1794792
MDA-MB-435: MDA-MB-435 melanoma. 7.8% of 82,000 active. AID 1794794
SK-MEL-2: SK-MEL-2 melanoma. 4.7% of 77,000 active. AID 1794763
SK-MEL-5: SK-MEL-5 melanoma. 6.4% of 80,000 active
LOX IMVI: LOX IMVI melanoma. 7.4% of 79,000 active
HS 578T: HS 578T breast cancer. AID 1794788. 4.1% of 78,000 active
BT-549: BT-549 breast cancer; 4.4% of 78,000 active
Starred values were filed as active, the others as inactive; / = no result given; & = joins results of further samples. The calls were made as follows: active = growth percent below 10; inactive = the rest. Random draw from the library; any-hit rate near 12%.

#	compound	SK-MEL-28	T-47D	MDA-MB-435	SK-MEL-2
1	O=C(O)C1=NN(c2cccc([N+](=O)[O-])c2)C(=O)C1	/	92	108	88
2	CC1=CC(C)(C)NC(=S)N1c1ccc(N(C)C)cc1	104	110	103	103
3	CCN(CC)CCN(C(=O)CCc1ccccc1)C1CCCCC1	112	83	105	99
4	COC(=O)C(=O)C(/C=N/C(=S)NC1CCCCC1)=C(\O)c1ccc(F)cc1	109	84	110	103
5	CCOc1ccc(Br)cc1/C=C(\C#N)c1ccc([N+](=O)[O-])cc1	59	66	85	89
6	CC(=O)Cn1cc(-c2ccccc2)nn1	118	100	110	96
7	CCCCCC1(C)NC(C)(C)CO1 (centres undefined)	115	102	105	95
8	COc1ccc(-c2nc(SCC(=O)NCCc3ccc(S(N)(=O)=O)cc3)[nH]c(=O)c2C#N)cc1	101	106	108	108
9	CCCCCCCCS(=O)C(C)Cc1ccc2c(c1)OCO2 (centres undefined)	116	97	107	/
10	COC(=O)[C@@]1(C)CC[C@]2(C)CC[C@]3(C)C(=CC(=O)[C@@H]4[C@@]5(C)CC[C@H](OC6C[C@@H](O)[C@@H](O)C(O)O6)C(C)(C)[C@@H]5CC[C@]43C)[C@@H]2C1 (some centres undefined)	78	28	74	98
11	O=C(O)c1c2c(nc3ccccc13)CCCC2	114	95	100	99
12	CCN1CCN(Cc2ccc(NC(=O)c3cc4ccc5cccnc5c4[nH]3)cc2)CC1	98	98	95	113

#	SK-MEL-5	LOX IMVI	HS 578T	BT-549
1	101	95	106	98
2	106	98	106	105
3	99	97	98	102
4	101	102	100	98
5	82	88	7.6*	96
6	103	106	95	111
7	103	95	100	101
8	100	97	110	100
9	101	100	130	/
10	50	/	78	61
11	106	101	100	92
12	97	92	95	109

(continued)
#	compound	SK-MEL-28	T-47D	MDA-MB-435	SK-MEL-2
13	C=C(C)[C@@H]1CC[C@]2(C(=O)OCCOCCOCC[P+](c3ccccc3)(c3ccccc3)c3ccccc3)CC[C@]3(C)[C@H](CC[C@@H]4[C@@]5(C)CC[C@H](C)C(C)(C)[C@@H]5CC[C@]43C)[C@@H]12	-80*	-68*	-94*	-71*
14	CCOC(=O)CCCN1C/C(=C\c2ccc(OC)cc2)C(=O)c2ccccc21	112	73	112	94
15	CCOC(=O)c1cc2ccc(OCC(=O)N3CCOCC3)cc2oc1=O	111	103	109	102
16	Cc1nn(-c2nc3ccccc3[nH]2)c2c1C(c1ccc(OCc3ccc(F)cc3)cc1)CC(=O)N2 (centres undefined)	63	71	45	31
17	Clc1ccc2c(c1)C1CC2CCCN1Cc1ccccc1 (centres undefined)	103	85	94	83
18	Cc1c(Nc2n[nH]c(=S)s2)c(=O)n(-c2ccccc2)n1C	101	104	107	124
19	O=C(O)c1ccc(-n2cc(CNc3ccc(Cl)c(Cl)c3)c(-c3ccc(F)cc3)n2)cc1	71	89	93	56
20	CC1(C[N+](=O)[O-])CCCC(=O)C1 (centres undefined)	96	99	94	101
21	CCCC(CCC)NCC(O)c1cc(-c2ccc(C(F)(F)F)cc2)nc(C(F)(F)F)c1 (centres undefined)	-42*	-80*	-48*	-66*
22	COc1ccc(/C=C/C(=O)c2ccc(NC(=O)CSc3nnc(-c4ccc(OC)c(OC)c4)n3-c3ccccc3)cc2)cc1	96	36	45	75
23	CCOC(=O)/C=C1\SC(=Nc2ccc(C#N)cc2)N(CCN2C(=O)/C(=C/C(=O)OCC)SC2=Nc2ccc(C#N)cc2)C1=O	97	21	73	81
24	CSc1ccc(N=Cc2ccccc2O)cc1	111	103	97	104

#	SK-MEL-5	LOX IMVI	HS 578T	BT-549
13	-98*	-86*	-39*	-93*
14	100	106	105	92
15	106	59	102	107
16	68	28	39	58
17	105	96	106	106
18	102	109	113	117
19	76	81	96	105
20	106	110	112	112
21	-94*	-64*	-45*	48
22	73	-87*	87	55
23	59	0.0*	64	33
24	103	86	88	71

Of the compounds above, these contain four or more nitrogen atoms.
#	compound	SK-MEL-28	T-47D	MDA-MB-435	SK-MEL-2
8	COc1ccc(-c2nc(SCC(=O)NCCc3ccc(S(N)(=O)=O)cc3)[nH]c(=O)c2C#N)cc1	101	106	108	108
12	CCN1CCN(Cc2ccc(NC(=O)c3cc4ccc5cccnc5c4[nH]3)cc2)CC1	98	98	95	113
16	Cc1nn(-c2nc3ccccc3[nH]2)c2c1C(c1ccc(OCc3ccc(F)cc3)cc1)CC(=O)N2 (centres undefined)	63	71	45	31
18	Cc1c(Nc2n[nH]c(=S)s2)c(=O)n(-c2ccccc2)n1C	101	104	107	124
22	COc1ccc(/C=C/C(=O)c2ccc(NC(=O)CSc3nnc(-c4ccc(OC)c(OC)c4)n3-c3ccccc3)cc2)cc1	96	36	45	75
23	CCOC(=O)/C=C1\SC(=Nc2ccc(C#N)cc2)N(CCN2C(=O)/C(=C/C(=O)OCC)SC2=Nc2ccc(C#N)cc2)C1=O	97	21	73	81

#	SK-MEL-5	LOX IMVI	HS 578T	BT-549
8	100	97	110	100
12	97	92	95	109
16	68	28	39	58
18	102	109	113	117
22	73	-87*	87	55
23	59	0.0*	64	33

Next section:
#	compound	SK-MEL-28	T-47D	MDA-MB-435	SK-MEL-2
25	C=CCn1c(SCC(=O)c2ccccc2)nnc1-c1c[nH]c2ccccc12	105	95	105	105
26	OC(c1ccccc1)c1ccccn1 (centres undefined)	107	87	104	104
27	COc1ccc(/C(C)=N/N=C2C(=O)N(Cc3ccccc3)c3ccccc32)cc1S(N)(=O)=O	90	57	93	93
28	O=C(Nc1ccc(Cl)cc1)c1ccc(Cl)cc1Cl	97	/	82	94
29	C=C(C)COC(=O)c1ccccc1C(=O)OCC1(C)CO1 (centres undefined)	117	102	106	97
30	NC(CS)C(=O)NNc1n[nH]c(=S)n1N (centres undefined)	98	102	102	104
31	CCOC(=O)C1CCCN(Cc2nc3sc4c(c3c(=O)[nH]2)CCC(C)C4)C1 (centres undefined)	112	82	102	92
32	CC1=C(C)C(=O)C(Nc2ccc(C)cc2)=C(Cl)C1=O	104	85	108	95
33	C=C(C)[C@@H]1CC[C@]2(C(=O)N3CCCNCC3)CC[C@]3(C)[C@H](CC[C@@H]4[C@@]5(C)CCC(=O)C(C)(C)[C@@H]5CC[C@]43C)[C@@H]12	103	84	96	118
34	CN(CCCOS(C)(=O)=O)CCCOS(C)(=O)=O	116	106	107	97
35	Cc1cc(Nc2cccc(C(F)(F)F)c2)n2c(nc3ccccc32)c1C#N	55	8.7*	45	29
36	CCCCNC(=O)c1ccc([N+](=O)[O-])cc1	102	87	103	100

#	SK-MEL-5	LOX IMVI	HS 578T	BT-549
25	97	/	97	109
26	101	103	91	93
27	81	88	78	68
28	90	91	90	/
29	105	84	104	102
30	98	102	98	97
31	83	95	99	72
32	/	/	90	120
33	94	/	94	94
34	103	100	105	114
35	4.2*	60	68	19
36	94	96	76	/

(list continues)
#	compound	SK-MEL-28	T-47D	MDA-MB-435	SK-MEL-2
37	CC(C)CCOCC(O)CNCCN (centres undefined)	111	/	104	117
38	CC(=O)O[C@]1(C(C)=O)CCC2C3C[C@H](C)C4=CC(=O)CC[C@]4(C)C3CC[C@@]21C (some centres undefined)	108	95	104	98
39	CC1(C)CCCC(C)(C)N1c1ncnc2sc3c(c12)CCN(Cc1ccccc1)C3	101	82	101	102
40	CCCCCc1ccncc1	115	100	112	100
41	COC(=O)CC[C@H](C)[C@H]1CC[C@H]2[C@@H]3CC[C@@H]4C(c5nc6ccc(Cl)cn6c5NC(C)(C)C)=C(Cl)CC[C@]4(C)[C@H]3CC(=O)[C@]12C	100	46	74	95
42	Cc1c(-c2ccccc2)nc(NCCO)c(C#N)c1C#N	103	85	100	92
43	Cc1ccc(-c2ccccc2)cc1	110	101	102	101
44	Oc1ccc(-c2nnc3c4cc[nH]c4ncn23)cc1	109	94	91	111
45	COc1ccc2[nH]cc(-c3cc4nc(-c5cn(C)c6ncccc56)cc(N)n4n3)c2c1	83	33	53	97
46	COc1ccc(/C=N\NC(=O)CCCC(=O)N/N=C/c2ccc(OC)c(O)c2)cc1O	110	/	115	106
47	Cc1ccc(S(=O)(=O)NN=C(c2ccccc2)c2ccccc2)cc1	110	84	101	103
48	c1ccc(-c2nnc(-c3c[nH]c4ncccc34)o2)cc1	105	70	100	105

#	SK-MEL-5	LOX IMVI	HS 578T	BT-549
37	101	99	96	109
38	82	96	130	64
39	94	89	93	113
40	103	126	119	100
41	87	53	80	89
42	87	84	93	101
43	96	91	95	98
44	104	98	96	99
45	-56*	-85*	-10*	-8.3*
46	112	101	108	109
47	97	99	97	103
48	96	99	69	91

Remaining list, next part
#	compound	SK-MEL-28	T-47D	MDA-MB-435	SK-MEL-2
49	Nc1[nH]c(=O)[nH]c(=O)c1N=Nc1ccc(S(=O)(=O)Nc2nccs2)cc1	112	108	96	105
50	CC(=O)O[C@H]1CC[C@]2(C)[C@H]3C(=O)C=C4[C@@H]5C[C@](C)(C(=O)N6CCCNCC6)CC[C@]5(C)CC[C@@]4(C)[C@]3(C)CC[C@H]2C1(C)C	-74*	-50*	-15*	96
51	CC(=O)c1cccc(NC(=O)c2sc3nc4c(cc3c2N)C(=O)CCC4)c1	92	94	67	103
52	Cc1ccc2oc(=O)cc(C(CC(=O)O)c3c(C)[nH][nH]c3=O)c2c1 (centres undefined)	/	93	104	116
53	Clc1ccc(Cc2nc3ccccc3[nH]2)cc1	112	78	105	103
54	COc1cc(C2=NN(C(C)=O)C(c3ccc(OC(C)=O)cc3)O2)c(OC(C)=O)c2ccccc12 (centres undefined)	94	83	95	99
55	COC(=O)c1cc(-c2ccc(OC)cc2)[nH]c(=O)c1C#N	102	/	105	126
56	Cc1cc2cc3c(C)cc(=O)oc3c(C)c2o1	133	92	108&90	120&92
57	O=C(O)/C=C/c1ccc(Cl)cc1Cl	102	97	99	107
58	CCN(CC)c1ccc(C2=NN(C(C)=O)C(c3cc(OC)c(OC)c(OC)c3)C2)cc1 (centres undefined)	52	47	-53*	32
59	CC(NC(=O)OCc1ccccc1)C(=O)Oc1cc(Cl)c(Cl)cc1Cl (centres undefined)	111	102	103	104
60	Cn1cc(C(c2coc3ccccc3c2=O)c2cn(C)c3ccccc23)c2ccccc21	107	101	111	109

#	SK-MEL-5	LOX IMVI	HS 578T	BT-549
49	103	95	103	100
50	90	/	96	87
51	96	106	106	94
52	/	99	90	106
53	89	98	99	103
54	85	90	94	83
55	101	104	88	103
56	95&84	96&79	116&92	96&100
57	100	99	106	96
58	23	31	-12*	-36*
59	106	97	100	94
60	/	99	103	111

Next compounds follow.
#	compound	SK-MEL-28	T-47D	MDA-MB-435	SK-MEL-2
61	COC(=O)C1=C(N)N(c2ccccc2)C2=C(C(=O)CC(C)(C)C2)C1c1cccc(Cl)c1 (centres undefined)	99	82	97	92
62	CCc1cccc(CC)c1NC(=O)OCCN(CC)CC	108	96	107	120
63	CO[C@@]1(NC(=O)Cc2cccs2)C(=O)N2C(C(=O)O)=C(COC(N)=O)CS[C@@H]21	107	100	108	102
64	COc1cc(/C=C/c2c(C(=O)O)cccc2[N+](=O)[O-])cc(OC)c1OC	106	96	100	104
65	ClC1=C2NC=NC2n2c(nnc2-c2ccc(Cl)cc2)N1 (centres undefined)	102	91	100	96
66	Cc1ccc(/C=C2\C(=O)N(C)c3ccccc32)s1	103	101	107	94
67	CN1CCN(CC#CCN=C[C@]23CCC(C)(C)C[C@H]2C2=CC[C@@H]4[C@@]5(C)CCC(=O)C(C)(C)[C@@H]5CC[C@@]4(C)[C@]2(C)CC3)CC1	101	111	98	123
68	Cc1ccc(S(=O)(=O)Nc2ccc3nc(C)oc3c2)cc1	100	66	101	/
69	CCOC(=O)/C(C#N)=N\Nc1ccccc1	109	81	100	114
70	CCCCn1c(C)cc(C)c(C#N)c1=O	107	104	104	110
71	O=C1c2c(O)cccc2Cc2cccc(O)c21	124	93	104	118
72	C=CCOC(=O)C(=O)OCC=C	113	94	120	97

#	SK-MEL-5	LOX IMVI	HS 578T	BT-549
61	95	72	87	111
62	97	/	104	112
63	107	102	113	101
64	101	95	/	102
65	97	108	112	101
66	84	94	79	93
67	82	/	101	86
68	76	88	95	90
69	102	111	109	95
70	102	/	104	102
71	99	105	115	91
72	99	111	130	101

New compounds follow:
#	compound	SK-MEL-28	T-47D	MDA-MB-435	SK-MEL-2
73	CC1(C)CC[C@]2(C(=O)N3CCOCC3)CC[C@]3(C)C(=CC[C@@H]4[C@@]5(C)CCC(=O)NC(C)(C)[C@@H]5CC[C@]43C)C2C1 (some centres undefined)	100	91	93	115
74	CCOC(=O)c1c(C)oc2ncnc(Nc3cccc(F)c3)c12	98	93	101	93
75	COc1cc2nc3c(=O)n(-c4ccc(C#N)cc4)cnn3c(=O)c2cc1OC	100	100	99	94
76	COc1ccc(-n2c(C(=O)c3c[nH]c4ccccc34)n[nH]c2=S)cc1	117	51	102	100
77	N#C/C(=C\c1c(-c2ccccc2)[nH]c2ccccc12)C(N)=O	98	84	16	111
78	CCC(c1ccc(O)cc1)C(CC)c1ccc(O)c(O)c1 (centres undefined)	109	73	86	92
79	CCOC(=O)c1c(Nc2ccc(OC)cc2)n[nH]c1C	113	93	99	119
80	CC(=O)N(O)CCCCCNC(=O)CCC(=O)N(O)CCCCCNC(=O)CCC(=O)N(O)CCCCCN(CCCCCCCCCC[P+](c1ccccc1)(c1ccccc1)c1ccccc1)CCCCCCCCCC[P+](c1ccccc1)(c1ccccc1)c1ccccc1	13	-5.0*	4.4*	-47*
81	COc1ccc(NC(=S)Nc2ccc(OC)cc2)cc1	115	107	116	108
82	CCOC(=O)C1=C(C)NC(=O)NC1CCc1ccccc1 (centres undefined)	111	100	100	105
83	c1ccc([C@H]2O[C@@H]2c2ccccc2)cc1	96	102	100	104
84	O=C(NCCCl)Nc1ccc(Cl)cc1	92	92	83	103

#	SK-MEL-5	LOX IMVI	HS 578T	BT-549
73	87	89	101	116
74	99	105	99	94
75	96	95	91	102
76	90	100	96	112
77	65	76	77	96
78	92	91	97	103
79	103	105	109	100
80	-46*	-15*	16	-31*
81	108	102	115	108
82	94	97	99	100
83	99	95	119	102
84	100	92	97	106
